High-throughput results deposited in PubChem by National Center for Advancing Translational Sciences (NCATS).
AMA1-RON2 inh = qHTS for Inhibitors of AMA1-RON; Towards Development of Antimalarial Drug Lead: Primary Screen. AlphaScreen AMA1-biotinylated RON2 peptide binding. Potency, µM (series often up to 58.2 µM), without a hit: top-dose activity change, negative = inhibition, most hits filed as inhibitors. actives 0.2% (n = 360,000). AID 720542, 2013;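 further: potency means the concentration at half of the fitted maximal effect; 0% = vehicle wells and -100% = peptide control; nearly all actives have a fitted effect of over 45% in size; some results filed as inactive show a strong effect at the top dose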
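AMA1 (3D7) with his tag at 25 nM final met compounds first, then biotinylated RON2 peptide at 25 nM; detection used donor plus acceptor beads, 10 µg/mL apiece, read by AlphaScreen after 30 min at room temperature.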
FBPA Giardia inh = qHTS Assay for Inhibitors of Fructose-1,6-bisphosphate Aldolase from Giardia Lamblia. Potency, µM (series often up to 59.6 µM), without a hit: top-dose activity, negative = inhibition, usual class: inhibitors. purified Giardia FBPA. AID 2451, 2010. actives 0.71% (n = 290,000); further: potency means the concentration at half of the fitted maximal effect; on the % scale 0 is the no-effect control and ±100 the full control effect; nearly all actives have a fitted effect of over 55% in size
Target sequence (A8B2U2 whole entry, looked up): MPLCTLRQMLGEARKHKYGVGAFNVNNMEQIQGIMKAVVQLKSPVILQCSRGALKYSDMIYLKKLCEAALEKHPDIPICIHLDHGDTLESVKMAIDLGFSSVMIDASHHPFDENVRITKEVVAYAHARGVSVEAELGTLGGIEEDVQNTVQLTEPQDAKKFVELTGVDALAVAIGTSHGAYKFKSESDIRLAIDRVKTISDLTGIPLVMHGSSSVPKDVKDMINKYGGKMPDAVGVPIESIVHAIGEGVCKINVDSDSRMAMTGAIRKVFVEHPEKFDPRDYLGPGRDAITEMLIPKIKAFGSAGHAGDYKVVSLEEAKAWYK
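40 nM FBPA preincubated 10 min at RT with compound (up to 57.5 uM final), then substrate plus GAPDH/TPI/NAD/arsenate coupling and diaphorase/resazurin added. Fluorescence read after 20 min at RT, 525/598 nm.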
Shiga toxin inh = A qHTS for Small Molecule Inhibitors of Shiga Toxin; Vero cells, Shiga toxin protein synthesis inhibition reporter; inhibition, % at 38.7 µM; actives 9.2% (n = 290,000); AID 2315, 2010; in the data active means inhibition mostly above about 28%, no sharp cut-off; inactive means mostly below about 43%; further: 0% is about no effect
AmpC detergent = qHTS Inhibitors of AmpC Beta-Lactamase (assay with detergent) | P00811 | Potency, µM (top dose mostly 114 µM), inactives show at the top dose activity change, negative = inhibition, most hits filed as inhibitors | AmpC hydrolysis of nitrocefin, absorbance 480 nm, 0.01% Triton | AID 485294, 2010 | actives 0.041% (n = 370,000);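 further: potency means the concentration at half of the fitted maximal effect; 0% = no-compound wells and -100% = no-enzyme wells; nearly all actives have a fitted effect of over 25% in size; some results filed as inactive show a strong effect at the top dose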
Target sequence (P00811 whole entry, looked up): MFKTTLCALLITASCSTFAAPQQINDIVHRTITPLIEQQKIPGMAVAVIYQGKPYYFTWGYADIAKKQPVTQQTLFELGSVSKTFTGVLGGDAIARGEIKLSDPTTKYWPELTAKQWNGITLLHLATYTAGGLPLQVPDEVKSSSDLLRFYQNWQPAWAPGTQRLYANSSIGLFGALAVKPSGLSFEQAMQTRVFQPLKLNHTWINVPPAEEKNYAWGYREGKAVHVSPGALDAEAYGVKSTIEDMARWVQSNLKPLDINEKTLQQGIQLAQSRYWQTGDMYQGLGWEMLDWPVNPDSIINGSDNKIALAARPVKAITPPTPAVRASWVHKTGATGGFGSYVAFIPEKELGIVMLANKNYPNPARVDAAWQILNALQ
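20 mM phosphate pH 7.0 + 0.01% (detergent screen) or 0.0001% Triton X-100; 5.3 nM AmpC reagent; cpd preinc 15 min RT; nitrocefin (800 uM stock) to start; A480 q20 s × 4 min; Activity was normalised to no-enzyme and no-compound control wells.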
AmpC no deterg = qHTS Inhibitors of AmpC Beta-Lactamase (assay without detergent); P00811; AmpC nitrocefin hydrolysis, absorbance 480 nm, 0.0001% Triton; Potency, µM (top dose mostly 57.1 µM), for inactives: at the highest dose activity change, negative = inhibition, usual class: inhibitors; actives 0.52% (n = 330,000); AID 485341, 2010;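 further: potency means the concentration at half of the fitted maximal effect; plate controls were no compound for no effect and no enzyme for full effect; nearly all actives have a fitted effect of over 20% in size; some results filed as inactive show a strong effect at the top dose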
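AmpC (5.3 nM in the dispensed reagent) in 20 mM phosphate pH 7.0 with 0.01% (detergent screen) or 0.0001% Triton X-100 was preincubated with compounds for 15 min at room temperature. Nitrocefin was then added from an 800 uM solution, and hydrolysis was followed at 480 nm.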
HCMV inh = qHTS Assay for inhibitors of the human cytomegalovirus (HCMV). HFF cells, HCMV-luciferase reporter, 72 h; hits give low values. activity change, negative = inhibition, % at 57.5 µM. actives 4.5% (n = 410,000). AID 1259415, 2018; in the data active means activity change below about -60%; inconclusive means no clear call, values can overlap the other calls; inactive means above about -39%; further: on the % scale 0 is the no-effect control and ±100 the full control effect
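Compounds were evaluated in HFFs infected with an HCMV luciferase reporter virus (MOI 1 PFU/cell). Luciferase in lysates collected 72 h post infection served as the replication measure.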
CHX counter = Cycloheximide Counterscreen for Small Molecule Inhibitors of Shiga Toxin; cell reporter, cycloheximide protein synthesis inhibition counterscreen; max response, %; actives 12% (n = 300,000); in the data active means max response mostly above about 13%, no sharp cut-off; inactive means mostly below about 14%; further: read at 38.3 µM for the half of the compounds with a filed dose; 0% is about no effect
* hit, by the source's call; ? = inconclusive; · = no result given; & = joins results of further samples; [ ] = another dose, or the depositor's remark. Unless noted, the call rests on the fitted dose curve; in most records, active means well fitted curve in the direction sought with a large enough effect; inconclusive means small, poorly fitted or top-dose-only effect, or another doubt; inactive means no such curve, though single readings can be large; an effect the other way counts as inactive or inconclusive. An unsorted share of the library (roughly 16% active in at least one column).

SMILES	AMA1-RON2 inh	FBPA Giardia inh	Shiga toxin inh	AmpC detergent	AmpC no deterg	HCMV inh	CHX counter
O=C(Nc1ccccc1)OCCOc1ccccc1	2.6%	-1.0%	60.6*	?	-19.5%	42.3	31.7*
CCCCCn1c(=N)n(CC(O)COc2ccccc2OC)c2ccccc21 (stereo unspecified)	3.6%&-2.0%	-3.0%&-1.7%	-2.8&-2.5	1.6%&3.5%	19.7%&12.5%	-37.4&-11.0	-6.5&-7.1
COC(=O)c1c(-c2ccccc2)csc1N1C(=O)Nc2ccccc2N1O	-2.8%	21.2%	11.2	-15.5%	-52.0%	-38.8	23.3
COc1cc(OC)cc(C(=O)NC(=S)N2CCCCCC2)c1	27.3%	1.3%	-21.8	-5.1%	-14.1%	?	-2.0
Cc1cc(OCC(=O)NC2CCN(Cc3ccccc3)CC2)c2c(C)c(C)c(=O)oc2c1	7.7%	·	21.6	0.3%	-11.1%	·	-0.8
COCCCn1c(=O)c2sccc2n(Cc2ccc(C)cc2)c1=O	38.5%[activator]	7.0%	1.5	-18.0%	-1.8%	28.8	-0.4
CCCCCN(C(=O)NC(=O)Nc1ccc(C)cc1)S(=O)(=O)c1ccccc1	-3.4%	3.2%	2.9	-1.5%	-18.4%	-17.1	19.8*
CCC1CCCCN1CCCNC(=O)C1CCCN(c2ncnc3c2nc2n3CCCCC2)C1 (stereo unspecified)	12.8%	-4.5%	-11.4	5.2%	45.4%	-19.0	-3.1
COC(=O)C1=C(C)NC(=O)/C1=C\c1cc(C)n(-c2c(C)cccc2C)c1C	-1.5%	?	-10.0	?	-8.5%	-61.5*	-2.1
O=C(/C=C/c1cccs1)N1CCN(c2ccccc2F)CC1	-4.4%	1.3%	63.4*	?	-17.7%	22.3	14.9*
COC(=O)[C@H](CC(C)C)NC(=O)NCCCc1ccccc1	2.1%	-1.4%	-6.7	-4.5%	-11.3%	?	-2.0
O[C@H]1[C@H](O)[C@@H](O)CN2CC[C@H](O)[C@H]12	9.3%	4.6%&-3.0%	-3.4&-10.9	-6.0%	-24.1%	-35.0	7.1&-2.3
CC(NC(=O)c1ccc(NC2=NC3CS(=O)(=O)CC3S2)cc1)c1ccccc1 (stereo unspecified)	0.1%	-23.4%	4.0	?	-2.9%	-2.6	-1.7
O=c1oc(-c2ccco2)nc2sc3c(c12)CCCCC3	-13.8%	0.7%	33.6	-3.0%	-10.4%	69.0	15.0*
O=C(NNC(=O)C1CCCO1)c1ccc(F)cc1 (stereo unspecified)	16.1%	1.4%	-7.0	-0.9%	-24.1%	19.9	7.3
COc1cc2ccccc2cc1C(=O)Nc1ccccc1N1CCN(S(C)(=O)=O)CC1	-6.3%	0.9%	-3.6	2.8%	·	19.0	-2.4
Cc1nc(NC(=O)c2ccc(Cl)cc2)nc2cc3c(cc12)OCO3	-0.7%	6.7%	14.2	-11.2%	-20.6%	-4.0	-3.9
CC(C)(C)OC(=O)NC(Cc1ccccc1)C(=O)N1CCCC1C(=O)O (stereo unspecified)	2.2%	-4.8%	3.2	-6.2%	9.0%	8.8	-2.0
O=C(CSCc1ccc(Cl)cc1)NCc1ccccn1	81.2%[activator]	0.1%	-2.1	?	-8.6%	-21.1	1.4
CN(C(=O)CSc1ncc(C(F)(F)F)cc1Cl)c1c(N)n(Cc2ccccc2)c(=O)[nH]c1=O	7.2%	6.3%	22.7	0.3%	106.0%[activator]	65.6	-2.0
CN(Cc1cccc(F)c1)C(=O)c1ccc(S(=O)(=O)C(F)F)cc1	-1.4%	-6.3%	10.5	-8.9%	12.5%	3.3	0.4
CN(C)CCCN(C(=O)c1ccc(C(=O)c2ccccc2)cc1)c1nc2ccc(F)cc2s1	-20.0%	-6.2%	12.5	?	149.1%[activator]	-15.0	4.8
CC(C)n1cnc2c(NCc3ccccc3)nc(NCCCO)nc21	·	-12.2%	-11.6	·	·	·	-4.5
O=C(c1c[nH]c2ccccc12)N1CCN(Cc2ccccc2)CC1	-13.5%	1.5%	13.8	-2.4%	27.8%	4.9	12.6
CCc1ccc[n+](-c2[nH]c(=O)sc2/C=N/N=C(\[O-])CCn2c3ccccc3c3ccccc32)c1	27.0%	-7.0%	13.3	-1.1%	167.4%[activator]	53.2	1.0
CCCCCCn1c(=O)c(-c2nc3ccccc3c(=O)[nH]2)c(O)c2ccccc21	·	5.2%	13.8	-11.0%	-6.3%	·	18.3
N#CCNC(=O)C1CC(=O)N(CCc2ccc(F)cc2)C1 (stereo unspecified)	8.6%	-3.4%	·	-10.9%	-16.3%	39.0	-1.4
CCOC(=O)N1CCN(S(=O)(=O)c2ccc(C(=O)NNc3nc4c(C)cccc4s3)cc2)CC1	95.6%[activator]	-14.9%	6.7	?	-22.1%	-102.8*	-2.3
CCOC(=O)CSc1nc2ccsc2c(=O)n1C1CCN(C(=O)OCC)CC1	18.7%	12.0%	23.3	-0.7%	58.5%	5.7	0.8
Cc1ccc(C(C(=O)NCc2ccco2)N(C(=O)Cn2nnc3ccccc32)c2ccccc2)o1 (stereo unspecified)	-0.4%	-2.2%	64.3*	?	-11.6%	-31.4	3.5
CCN(CC)CCCNc1cc(C(F)(F)F)c(C#N)c2nc3ccccc3n12	27.6%	?	-4.4	8.5%	-13.7%	-6.4	2.4
Nc1cc(=O)[nH]c(SCc2nnc(-c3ccccc3)o2)n1	27.0%	-14.1%	-9.4	-17.6%	-25.0%	-2.6	-3.7
COc1ccc(O)c(C2=Nc3ccccc3N=C(c3ccccc3)C2)c1	-22.4%	-4.3%	87.1	?	-27.8%	-21.1&12.1	41.7
Cc1ccc(Nc2nc(CSc3nnc(-c4cccnc4)n3-c3ccccc3C)cs2)cc1	-12.5%	0.3%	41.1	-10.0%	19.8%	4.2	23.6*
COc1ccc(C(=O)OCCN2CCN(C3=NS(=O)(=O)c4ccccc43)CC2)cc1OC	11.6%	·	-2.7	-1.1%	78.9%[activator]	1.4	4.5
Cc1ccc(S(=O)(=O)/C(C#N)=C/c2c(N3CCN(C)CC3)nc3c(C)cccn3c2=O)cc1	-16.9%	-2.7%	-8.3	-1.0%	108.9%[activator]	10.7	0.9
COc1ccccc1C1=NNC(=NCc2ccccc2)SC1	77.1%[activator]	-7.2%	33.0*	8.0%	-49.0%	-60.2*	31.4*
Cc1ccc(C(=O)NNC(=O)CSc2nnc3c(n2)[nH]c2ccc(C)cc23)cc1	2.4%	-1.9%	44.0	?	-9.9%	·	-2.7
Cc1ccc(NC(=O)c2ccco2)c([N+](=O)[O-])c1	-16.4%	-2.1%	107.4*	-5.1%	-12.4%	-29.8	40.6*
Cc1ccc(F)cc1NC(=S)NCCc1ccccc1	12.5%	4.7%	-4.5	-8.8%	-7.8%	-38.2	-2.3
Cn1ncc(Br)c1C(=O)Nc1ccc(Br)cn1	7.7%	8.7%	-2.5	-2.5%	-4.3%	9.0	-2.8
CN(C(=O)Cn1cc(C#N)c2ccccc21)c1ccccc1	-1.0%	-0.7%	16.8	3.5%	1.7%	86.2	-2.0
CCn1c(COc2ccc(=O)n(-c3ccccc3)n2)nnc1SCc1ccc(OC)cc1	-13.0%	2.2%	-13.7	0.4%	55.0%	11.8	0.4
CCN1CC(CN(C)Cc2nc(-c3ccco3)oc2C)CC1=O (stereo unspecified)	-9.6%	1.1%	-4.8	5.3%	-0.4%	-5.8	9.9
Cc1nc(NC(=S)NC(=O)c2cccs2)ccc1Br	22.7%	-0.4%	31.7*	4.5%	-15.4%	19.8	31.0*
CCOC(=O)N1CCc2c(sc3nc4n(c(=O)c23)N=C(c2ccc(OC)cc2)CS4)C1	-2.1%	0.8%	2.7	0.5%	-1.6%	24.0	-2.7
O=C1c2ccccc2C(=O)N1CCCCON1C(=O)c2ccccc2C1=O	-11.8%	-1.3%	-2.1	-3.4%	-38.3%	-8.0	-2.7
CCn1c(=O)n(CC(=O)Nc2ccc(F)cc2)c(=O)c2ccccc21	12.0%	-1.8%	-8.2	0.6%	-25.4%	32.7	-2.4
CCOC(=O)c1ccc(Oc2c(C)oc3cc(OS(C)(=O)=O)ccc3c2=O)cc1	-4.4%	-3.0%	13.6	13.4%	17.6%	-76.6*	-1.4
COc1cc(OC)c(NC(=O)c2ccc(Br)o2)cc1Cl	-7.3%	-10.0%	-9.8	?	-14.4%	65.2	0.3
COc1c(OC)c(O)c2c(=O)c(O)c(-c3ccccc3)oc2c1OC	25.9%	-23.4%	0.3	-6.3%	-31.9%	-35.4	-2.2
O=C1c2cccnc2C(=O)N1Cc1ccc(F)cc1	6.3%	0.4%	-15.2	-5.6%	-11.7%	65.9	0.8
CCCCc1cc(=O)oc2c(C)c(OCC(=O)N3CCC(C(=O)O)(c4ccccc4)CC3)ccc12	2.2%	5.2%	-3.5	-8.8%	-3.0%	-13.7	1.0
COc1cccc(C(C#N)N2N=C(C)CC2(C)C)c1O (stereo unspecified)	3.2%	-7.8%	-5.6	?	-13.8%	25.6	-2.1
CCCN1CCC(Oc2cccc(C(=O)NCCc3ccccc3)c2)CC1	-19.2%	·	72.2*	-1.1%	25.8%	81.4	56.4*
COc1cc(SC)ccc1C(=O)N(Cc1ccccc1)c1ccccn1	-3.3%	0.1%	61.8	?	1.1%	-9.5	3.3
Cc1ccccc1CS(=O)(=O)Cc1ccc(C(=O)NC2CCCCC2)o1	-7.6%	2.6%	-6.8	3.2%	10.7%	-0.4	-2.7
CCOC(=O)C(CSCc1ccccc1)NC(=O)OC(C)(C)C (stereo unspecified)	24.3%	1.9%	-23.9	1.1%	9.3%	13.0	-2.3
O=S(=O)(N1CCCCC1)n1nnc2ccccc21	-0.7%	0.0%	-4.3	1.9%	-14.8%	-36.0	-1.2

As a short view, four of the compounds above.
SMILES	AMA1-RON2 inh	FBPA Giardia inh	Shiga toxin inh	AmpC detergent	AmpC no deterg	HCMV inh	CHX counter
COc1cc(SC)ccc1C(=O)N(Cc1ccccc1)c1ccccn1	-3.3%	0.1%	61.8	?	1.1%	-9.5	3.3
Cc1ccccc1CS(=O)(=O)Cc1ccc(C(=O)NC2CCCCC2)o1	-7.6%	2.6%	-6.8	3.2%	10.7%	-0.4	-2.7
CCOC(=O)C(CSCc1ccccc1)NC(=O)OC(C)(C)C (stereo unspecified)	24.3%	1.9%	-23.9	1.1%	9.3%	13.0	-2.3
O=S(=O)(N1CCCCC1)n1nnc2ccccc21	-0.7%	0.0%	-4.3	1.9%	-14.8%	-36.0	-1.2
